# Screens (PubChem BioAssay)
# SKN-1 inh: inhibitors of C. elegans SKN-1 | C. elegans VP596 Pgst-4::GFP/RFP ratio, acrylamide-induced, 24 h | inhibition, % at 21.8 µM | 0.49% of 360,000 active;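 active means interference check ratio from 0.5 to 1.5 plus GFP to RFP signal ratio inhibition reaching or exceeding a fixed threshold, cut at about 30% in these data, passing the limit was not always enough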; further: some compounds called inactive have numbers as strong as hits
# FAS TE block: blocks the thioesterase domain of human fatty acid synthase; P49327; recombinant FAS-TE, OMFH fluorogenic substrate, fluorescence endpoint; inhibition, % at 15 µM; 0.67% of 360,000 active; AID 602261;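 active means compounds whose normalised, plate-corrected inhibition of enzyme fluorescence in the single-dose primary screen is 50% or more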;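 further: 0% = DMSO with enzyme and 100% = substrate without enzyme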
# Neddyl block: cullin neddylation inhibition; P61081+Q13564; calls only at 25 µM; 0.58% of 360,000 active; TR-FRET cullin neddylation, biochemical; in the data active means inhibition above about 36%
# Target sequence (P61081 whole entry, looked up): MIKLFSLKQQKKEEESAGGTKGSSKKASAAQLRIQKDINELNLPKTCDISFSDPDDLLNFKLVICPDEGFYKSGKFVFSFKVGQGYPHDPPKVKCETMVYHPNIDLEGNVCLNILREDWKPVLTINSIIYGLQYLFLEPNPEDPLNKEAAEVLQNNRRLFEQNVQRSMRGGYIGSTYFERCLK
# Target sequence (Q13564 whole entry, looked up): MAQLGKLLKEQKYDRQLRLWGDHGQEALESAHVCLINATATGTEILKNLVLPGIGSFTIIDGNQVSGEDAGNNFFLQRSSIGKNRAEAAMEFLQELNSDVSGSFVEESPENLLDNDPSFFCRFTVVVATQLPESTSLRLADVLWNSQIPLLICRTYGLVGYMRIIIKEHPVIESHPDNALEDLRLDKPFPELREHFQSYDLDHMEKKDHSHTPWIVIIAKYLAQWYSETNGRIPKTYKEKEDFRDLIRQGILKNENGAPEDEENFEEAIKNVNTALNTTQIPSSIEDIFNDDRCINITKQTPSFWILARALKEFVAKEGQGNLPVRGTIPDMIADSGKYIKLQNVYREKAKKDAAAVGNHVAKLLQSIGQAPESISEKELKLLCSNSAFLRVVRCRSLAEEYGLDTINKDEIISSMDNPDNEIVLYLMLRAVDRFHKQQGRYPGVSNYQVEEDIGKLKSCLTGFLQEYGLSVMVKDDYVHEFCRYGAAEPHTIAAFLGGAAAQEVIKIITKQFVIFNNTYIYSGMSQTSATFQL
# Rin1 Abl inh: inhibitors of human Rin1-Abl protein interaction; inhibition, % at 7.35 µM; TR-FRET Rin1/Abl binding, biochemical; 0.4% of 360,000 active; P00519+Q13671; in the data active means inhibition above about 5%, passing the limit was not always enough
# Rpn11 inh: inhibitors of human proteasome Rpn11. O00487. human 26S proteasome, Ub4-pepOG fluorescence polarization; 20S core pre-blocked with epoxomicin. calls only at 20 µM. 0.59% of 360,000 active;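 active means inhibition at 20 µM, scaled to each plate's controls, above about 33%, limit read from the data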
# Target sequence (O00487 whole entry, looked up): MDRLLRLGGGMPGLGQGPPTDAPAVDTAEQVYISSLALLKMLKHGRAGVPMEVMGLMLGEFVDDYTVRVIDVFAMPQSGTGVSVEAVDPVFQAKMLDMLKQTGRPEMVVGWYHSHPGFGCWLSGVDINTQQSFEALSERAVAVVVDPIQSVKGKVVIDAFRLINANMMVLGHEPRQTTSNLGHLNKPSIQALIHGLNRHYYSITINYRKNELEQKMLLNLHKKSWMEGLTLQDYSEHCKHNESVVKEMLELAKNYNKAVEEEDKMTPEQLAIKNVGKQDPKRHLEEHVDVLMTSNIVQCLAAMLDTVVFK
# CSN inh: inhibitors of human CSN-mediated cullin deneddylation; AID 651999; inhibition, % at 12.5 µM; 0.38% of 360,000 active; Q92905; Purified CSN, SCF-Nedd8-OG deneddylation, fluorescence polarization;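 active means pattern-corrected inhibition above about 35%, with an unprinted fluorescence ratio check between 0.5 and 1.5, limit read from the data, passing the limit was not always enough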;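 further: 0% = enzyme with substrate and 100% = substrate without enzyme; some results filed as inactive read as strong as hits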
#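 Assay system: purified human Csn5 enzyme expressed in HEK293T cells; Input: 0.24 nM Csn5 enzyme, final concentration; Reagent: 10 nM SCFSkp2-Nedd8OG; Compound dosing: 12.5 µM single point; Times: reaction 90 min, room temperature; Technique: fluorescence polarization readout.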
# NadD inh: inhibitors of Staphylococcus aureus NadD; 0.78% of 360,000 active; purified NadD enzyme, colorimetric absorbance read-out; inhibition, % at 20 µM; in the data active means inhibition above about 26%; further: some compounds past the cut are filed as inactive
# MT1-MMP act inh: blocks activation of human MT1-MMP; HT1080 RFP-PRO-GFP cells, GFP/RFP ratio fluorescence, overnight; percent of plate control window, DMSO zero; GFP/RFP ratio change, % at 20 µM; 0.061% of 360,000 active; AID 651647; P50281;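 active means GFP/RFP ratio change of at least 30% with cell ATP level not reduced by more than half and red fluorescence within 50% of control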; further: strong numbers were not always called active
#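 Material: RFP-PRO-GFP reporter HT1080 cells. Dosing: single-point 20 µM compound, 1% DMSO. Controls: DMSO and RFP-L50D-GFP cell wells. Timing: cells overnight before dosing, compound overnight, 37 °C, 5% CO2. Measure: GFP/RFP fluorescence ratio.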
# PABP1 MLLE inh: blocks PAM2 peptide binding to the PABP1 MLLE domain | P11940 | GST-MLLE / FITC-PAM2 fluorescence polarization | inhibition, % at 20 µM | 0.36% of 360,000 active | AID 588489; in the data active means inhibition above about 35%, passing the limit was not always enough;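 further: plate controls were DMSO wells with GST-MLLE for no effect and wells lacking GST-MLLE protein for full effect; some results filed as inactive read as strong as hits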
# Numbers without * were called inactive; i = inactive; . = no result given; + = active, no number.
SMILES,SKN-1 inh,FAS TE block,Neddyl block,Rin1 Abl inh,Rpn11 inh,CSN inh,NadD inh,MT1-MMP act inh,PABP1 MLLE inh
COc1ccccc1S(=O)(=O)N(C)C[C@@H]1Oc2ncc(-c3ccc(C)cc3)cc2C(=O)N([C@H](C)CO)C[C@@H]1C,4.2,-5.0,i,0.7,i,-0.4,17.6,-0.9,-30.9
Cc1ccc(C)c(C(=O)c2ccccc2NC(=O)c2ccccn2)c1,-14.7,29.3,i,1.4,i,-1.7,1.2,-4.8,9.4
CC(C)CN(CC(C)C)C(=O)CN1C(=O)NC2(CCCc3ccccc32)C1=O (centres undefined),-10.5,-0.8,i,-2.9,i,-0.3,-14.5,-3.9,0.8
Cc1ccc(-n2nnc(-c3cnc4ccccc4c3)n2)cc1,1.9,-0.9,i,-0.1,i,-2.7,7.0,-2.1,-19.4
O=C(O)c1cc(S(=O)(=O)N2CCN(S(=O)(=O)c3ccccc3)CC2)ccc1Cl,1.7,-2.7,i,3.7,i,1.5,2.0,0.4,3.4
CC(=O)c1sc(Nc2nc(C)cc(C)n2)nc1C,2.1,-6.2,i,-1.6,i,-2.5,-5.1,3.8,-9.9
CCOc1ccccc1-c1cc(-c2ccc(OC)cc2)nc2c1c(=O)n(C)c(=O)n2C,-10.0,9.3,i,-1.8,i,-1.9,-7.3,-0.2,11.8
Cc1ccc(S(=O)(=O)CCN2C=CC(C(F)(F)F)=NCC2)cc1,4.9,-4.8,i,0.9,i,-5.1,-2.6,0.3,-5.0
COc1ccc([C@H]2CC(=O)C=C(c3cc(Cl)cc(Cl)c3)C2)cc1,-5.3,36.0,i,1.6,i,3.6,-11.1,-2.7,2.0
CN1C(=S)N2CCCN2C1c1ccccc1 (centres undefined),-2.6,-3.0,i,-0.9,i,-1.1,-1.5,1.2,9.2
Cc1c(NC2=NC(C)(C)Cc3ccccc32)c(=O)n(-c2ccccc2)n1C,-10.2,-6.1,i,-0.2,i,-1.0,1.9,-1.5,1.7
O=c1c2ccccc2c(C=Nc2cccc(O)c2)c(O)n1-c1ccc2c(c1)OCO2,9.0,1.0,i,-0.2,i,3.9,10.1,-6.2,-12.1
Cc1cc(C)cc(NC(=O)CN2C(=O)c3ccccc3C2=O)c1,10.1,-3.6,i,0.8,i,0.9,2.9,-4.8,2.7
COC(=O)C1=C(O)/C(=C\c2ccc(OCC(=O)Nc3ccccc3)cc2)N=C1C,-19.2,-1.4,i,-0.1,i,0.8,-10.0,0.8,1.6
COc1ccccc1Nc1ncc(C(C)=O)c(C)n1,1.4,-6.3,i,-3.0,i,-2.2,-5.4,4.0,-12.9
CCOC(=O)C1CCN(Cc2c(C(=O)N3CCOCC3)nc3c(C)cccn23)CC1,-1.4,-3.4,i,6.1,i,-1.9,2.4,-0.7,-5.0
Cc1nc(C(F)(F)F)ccc1C(=O)N1CCC1(C)C(=O)NS(=O)(=O)c1cccc(Cl)c1 (centres undefined),3.7,-6.6,i,-0.1,i,1.9,-2.5,1.5,3.4
CC1CCCCC1NC(=O)Cn1cccc1C(=O)c1ccccc1 (centres undefined),6.6,0.3,i,-0.2,i,-4.7,-7.0,-6.4,2.9
CCCN(CCC)C(=O)c1cc2c(=O)n3cccc(C)c3nc2s1,-3.2,7.0,.,-3.3,i,0.1,-2.3,-1.7,11.6
C#CCN(C[C@H]1[C@H](OC(=O)NCc2ccco2)[C@H](OC(=O)NCc2ccco2)C[C@H]2C(=O)N(c3ccccc3)C(=O)[C@@H]12)S(=O)(=O)c1ccc(C)cc1,1.2,28.6,i,-0.6,i,1.9,21.7,-0.8,20.0
CC(Oc1ccccc1Cl)C(=O)Nc1ccccc1C(=O)N1CCOCC1 (centres undefined),-0.7,-5.1,i,-1.0,i,3.5,-1.9,-1.9,-5.1
c1cnc(NC2C3CC4CC(C3)CC2C4)nc1 (centres undefined),7.4,-2.4,i,1.4,i,-0.1,2.5,3.2,8.6
Cc1ccc(NC(=O)c2ccc([N+](=O)[O-])o2)cc1S(=O)(=O)N1CCOCC1,7.9,2.8,i,-5.1,i,1.4,0.5,-2.2,-1.3
CC(=O)Nc1cccc(-c2ccnc3c2CC(C)(C(=O)Nc2ccc(Cl)cc2)O3)c1 (centres undefined),-1.5,9.6,i,-0.7,i,-0.1,0.1,4.8,1.6
Cc1cc(C)n(CCC(=O)N2CCCC(N3CCN(c4cccc(Cl)c4)CC3)C2)n1 (centres undefined),3.3,-3.1,i,0.5,i,-8.1,4.5,-3.8,-9.8

# Exported with values under each structure: four of the compounds above.
# Order of results: SKN-1 inh, FAS TE block, Neddyl block, Rin1 Abl inh, Rpn11 inh, CSN inh, NadD inh, MT1-MMP act inh, PABP1 MLLE inh
c1cnc(NC2C3CC4CC(C3)CC2C4)nc1 (centres undefined)
→ 7.4, -2.4, i, 1.4, i, -0.1, 2.5, 3.2, 8.6
CC(C)CN(CC(C)C)C(=O)CN1C(=O)NC2(CCCc3ccccc32)C1=O (centres undefined)
→ -10.5, -0.8, i, -2.9, i, -0.3, -14.5, -3.9, 0.8
CC(=O)c1sc(Nc2nc(C)cc(C)n2)nc1C
→ 2.1, -6.2, i, -1.6, i, -2.5, -5.1, 3.8, -9.9
Cc1c(NC2=NC(C)(C)Cc3ccccc32)c(=O)n(-c2ccccc2)n1C
→ -10.2, -6.1, i, -0.2, i, -1.0, 1.9, -1.5, 1.7

# Continuation.
SMILES,SKN-1 inh,FAS TE block,Neddyl block,Rin1 Abl inh,Rpn11 inh,CSN inh,NadD inh,MT1-MMP act inh,PABP1 MLLE inh
O=C(NNC(=O)c1ccc(-n2cncn2)c([N+](=O)[O-])c1)c1ccccc1,8.1,-6.8,i,0.8,i,-1.8,1.2,0.1,-30.0
CC1CCCCN1CCCNC(=O)c1c(O)nc2ccccn2c1=O (centres undefined),6.4,-5.4,i,-2.8,i,-6.4,-5.3,1.1,20.6
CC1(C)Cc2c(sc3nc(SCC(=O)O)[nH]c(=O)c23)CO1,-13.4,-5.5,i,3.8,i,-11.0,-10.7,-2.1,-8.1
COc1ccccc1C=NC(CO)C(O)c1ccc([N+](=O)[O-])cc1 (centres undefined),8.2,-2.7,i,-0.7,i,2.3,1.4,-1.6,4.8
Nc1cc(S(=O)(=O)Nc2ccccc2Cl)ccc1N1CCOCC1,6.0,-0.3,i,-1.6,i,2.9,-1.7,7.2,-22.5
Cc1ccccc1CN(C)C(=O)CNC(=O)c1ccc2ccccc2c1,17.4,8.3,i,-3.9,i,1.0,-4.6,-0.3,4.4
O=C1CCc2cc(NS(=O)(=O)c3ccccc3)cc3c2N1CC3,-1.3,-7.5,i,1.6,i,1.7,-5.3,5.4,8.5
CCOc1ccc(NCCC(O)c2ccc(F)cc2)cc1 (centres undefined),6.7,-1.2,i,0.2,i,-1.4,-3.1,-6.3,-0.9
COc1ccc(NC(=O)C(NC(=O)CC2NC(=O)NC2=O)c2ccccc2)cc1 (centres undefined),-7.5,-5.3,i,-0.3,i,1.8,0.8,-6.9,17.2
O=C(C1=C[C@@H](c2csc3ccccc23)C[C@@H](OCc2ccc(CO)cc2)O1)N1CCN(Cc2ccc3c(c2)OCO3)CC1,-2.5,10.2,i,3.4,i,-1.3,22.3,-6.6,10.5
CCc1ccc(OCC(O)CN2CCC(CN3C(=O)c4cccc5cccc(c45)C3=O)CC2)cc1 (centres undefined),-9.6,-0.8,i,-4.8,i,-0.7,12.7,-0.7,-10.2
CC(C)(C)c1ccc(S(=O)(=O)NC(=O)C2(C)CCN2C(=O)Cc2cccs2)cc1 (centres undefined),-2.9,-9.0,i,1.5,i,0.0,2.3,0.5,8.3
CN(C)S(=O)(=O)c1ccc(C(=O)Nc2ccccc2F)cc1,-8.3,-10.9,i,-3.0,i,6.2,-4.4,-1.6,-6.3
CCOC(=O)c1cnn(-c2ccccc2)c1-n1cccc1C(=O)C(=O)Nc1ccccc1,5.5,21.5,i,-2.8,i,-3.3,-2.8,-1.4,-6.5
CCOCCCNC(=S)N(CCO)Cc1cc2cc3c(cc2[nH]c1=O)OCCO3,-8.4,0.1,i,-3.2,i,-2.5,5.9,-5.0,17.5
C(=N\Nc1nc2ccccc2[nH]1)/c1ccccn1,19.5,-8.3,i,1.9,i,-2.9,0.5,-4.0,-61.4
Cc1ccc(Cl)cc1NC(=O)c1ccc(Cn2cc(Cl)cn2)cc1,2.6,8.8,i,1.5,i,-6.1,-4.7,0.8,0.4
CC12CCC(=O)N1C(C(=O)Nc1nc3ccccc3s1)CS2 (centres undefined),9.5,-5.6,i,1.8,i,-4.5,-3.6,-5.8,-12.7
COc1cccc(CNC(=O)C2CCCN(S(=O)(=O)c3ccc4c(c3)C(C)(C)C(=O)N4C)C2)c1 (centres undefined),2.4,-6.4,i,0.4,i,-8.1,-2.3,-0.9,-1.7
CC(C)C12CN3CC(C(C)C)(CN(C1)C3(C)C)C2=O,3.7,-6.6,i,0.9,i,-4.5,-5.1,-0.9,-3.2
CS(=O)(=O)N1CCN(c2ccccc2NC(=S)NC(=O)c2cccs2)CC1,13.6,15.4,i,-4.7,i,-3.2,3.1,-8.9,22.5
COc1ccc(-c2ccnc3cc(C(=O)O)nn23)cc1,-8.1,-5.3,+,1.2,i,2.6,-1.2,1.5,7.5
COc1cccc(OCC(=O)NNC(=O)C(=O)N2CCCC2)c1,6.7,-15.7,i,-2.0,i,1.5,0.4,1.5,-4.9
O=C(O)c1ccccc1NC(=O)c1ccccc1Nc1ccccc1,-4.9,12.2,i,2.8,i,1.9,-7.9,10.4,5.9
CCOc1ccc(NC(=O)Cn2nnc(C(=O)NCc3ccco3)c2N)cc1,5.7,-5.0,i,2.3,i,5.0,-7.0,-2.3,-1.2

# Single records, as listed above. Screens in order: SKN-1 inh	FAS TE block	Neddyl block	Rin1 Abl inh	Rpn11 inh	CSN inh	NadD inh	MT1-MMP act inh	PABP1 MLLE inh
# CCOCCCNC(=S)N(CCO)Cc1cc2cc3c(cc2[nH]c1=O)OCCO3 across the screens: -8.4	0.1	i	-3.2	i	-2.5	5.9	-5.0	17.5
# COc1ccccc1C=NC(CO)C(O)c1ccc([N+](=O)[O-])cc1 (centres undefined) across the screens: 8.2	-2.7	i	-0.7	i	2.3	1.4	-1.6	4.8

# (listing goes on)
SMILES,SKN-1 inh,FAS TE block,Neddyl block,Rin1 Abl inh,Rpn11 inh,CSN inh,NadD inh,MT1-MMP act inh,PABP1 MLLE inh
COC(=O)c1sc(NC(=O)c2cc(-c3ccccc3)nc3ccccc23)c(C#N)c1C,-12.3,9.7,i,-1.5,i,3.8,21.2,-24.9,8.3
COc1ccccc1NS(=O)(=O)c1cc(NC(=O)c2ccc(NC(C)=O)cc2)ccc1N1CCOCC1,3.4,17.0,i,2.8,i,4.8,5.4,-0.2,38.8
CCOCCCN1CN(S(=O)(=O)c2ccc(Cl)cc2)c2nc3ccccc3nc21,5.8,-5.2,i,4.5,i,4.4,-3.6,-4.6,-4.3
COc1ccc(CN2CCCC(C(=O)c3ccc4c(c3)OCO4)C2)c(F)c1 (centres undefined),16.5,1.2,i,-3.6,i,-2.9,-3.1,-1.2,1.0
CCOC(=O)N1CCC(NC(=O)C(Cc2ccccc2)NC(=O)c2ccco2)CC1 (centres undefined),6.0,-3.0,i,0.3,i,-1.3,-1.4,0.8,1.2
COc1ccc(CNC(=S)Nc2ccccc2-c2ccccc2)cc1,-4.7,10.6,i,-3.8,i,-4.4,-2.4,-1.5,8.1
